# High-throughput results as filed in PubChem.
# LYPLA1 inh: LYPLA1 inhibitors, primary screen, counter-screen for PME1 inhibitor project, biochemical, fluorescence polarization, FP-Rh probe ABPP. 0.16% of 320,000 active. AID 2174, 2009. recombinant LYPLA1. inhibition, % at 5.9 µM;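 active means inhibition above the mean of all tested compounds plus 3 SD, set per campaign, cut at about 14% in these data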;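 further: inhibitors block serine hydrolase probe labeling of LYPLA1 so polarization falls; 0% = enzyme with DMSO and 100% = wells lacking LYPLA1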
# pPAFAH inh: pPAFAH enzyme inhibitors, primary screen, biochemical, fluorescence polarization, human. recombinant pPAFAH, FP-rhodamine probe fluorescence polarization. inhibition, % at 3.39 µM. 1.5% of 330,000 active;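 active means inhibition above the mean inhibition across the screen plus 3 SD, cut at about 25% in these data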;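 further: inhibitors block binding of the rhodamine activity-based probe so polarization drops; 0% = enzyme with DMSO and 100% = wells lacking pPAFAH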
# PAD4 FP inh: human PAD4 inhibitors, primary screen, biochemical, fluorescence polarization, 1536-well format; Protein-arginine deiminase type-4 (Homo sapiens), Q9UM07; 0.41% of 330,000 active; inhibition, % at 6.36 µM; recombinant PAD4, RCA probe fluorescence polarization;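 active means percent inhibition above a cutoff equal to the mean of all tested compounds plus 3 SD, cut at about 15% in these data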;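 further: 0% = PAD4 with RCA probe and DMSO and 100% = probe without PAD4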
# Target sequence (Q9UM07 whole entry, looked up): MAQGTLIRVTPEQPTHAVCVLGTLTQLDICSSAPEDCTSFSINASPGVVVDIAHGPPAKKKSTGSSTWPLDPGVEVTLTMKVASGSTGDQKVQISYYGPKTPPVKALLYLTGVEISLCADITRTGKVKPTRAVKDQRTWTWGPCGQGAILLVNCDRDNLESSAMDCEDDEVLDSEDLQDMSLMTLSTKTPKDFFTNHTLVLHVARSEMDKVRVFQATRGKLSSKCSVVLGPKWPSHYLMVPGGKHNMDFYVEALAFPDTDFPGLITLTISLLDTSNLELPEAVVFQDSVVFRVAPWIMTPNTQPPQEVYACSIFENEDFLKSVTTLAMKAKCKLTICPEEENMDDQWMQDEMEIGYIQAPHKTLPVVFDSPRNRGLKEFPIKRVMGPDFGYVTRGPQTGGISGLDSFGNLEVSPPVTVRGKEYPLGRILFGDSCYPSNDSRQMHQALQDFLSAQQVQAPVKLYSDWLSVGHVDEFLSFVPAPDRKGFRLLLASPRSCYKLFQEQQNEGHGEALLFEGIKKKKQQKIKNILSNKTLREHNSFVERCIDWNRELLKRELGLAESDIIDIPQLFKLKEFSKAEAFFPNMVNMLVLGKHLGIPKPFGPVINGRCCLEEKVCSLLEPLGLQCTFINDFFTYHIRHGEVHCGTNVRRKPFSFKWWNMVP
# GSTO1 inh: inhibitors of recombinant GSTO1, primary screen, counter-screen for RBBP9 inhibitor project, biochemical, fluorescence polarization | Glutathione S-transferase omega-1 (Homo sapiens), P78417 | activity-based probe fluorescence polarization | inhibition, % at 5.96 µM | 1.1% of 300,000 active | AID 1974, 2009;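 active means inhibition above the campaign mean inhibition plus 3 SD, cut at about 35% in these data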;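 further: 0% = GSTO1-1 with DMSO and 100% = wells lacking GSTO1-1 enzyme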
# PAFAH1B2 inh: PAFAH1B2 enzyme inhibitors, primary screen, biochemical, fluorescence polarization, human | Platelet-activating factor acetylhydrolase IB subunit alpha2 (Homo sapiens), P68402 | recombinant PAFAH1B2, FP-rhodamine activity probe | inhibition, % at 3.39 µM | 1.2% of 340,000 active | AID 492953, 2010;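 active means inhibition above the mean of all tested compounds plus 3 SD, cut at about 24% in these data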;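 further: 0% = enzyme with DMSO and 100% = wells lacking PAFAH1B2; many of its hits are not listed in these tables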
# LYPLA2 counter: LYPLA2 inhibitors, primary screen, counter-screen for PME1 inhibitor project, biochemical, fluorescence polarization, FP-Rh probe ABPP; Acyl-protein thioesterase 2 (Homo sapiens), O95372; 0.38% of 320,000 active; recombinant LYPLA2; inhibition, % at 5.9 µM; AID 2177, 2009;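 active means inhibition above the screen-wide mean plus 3 SD, limit set per campaign, cut at about 26% in these data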;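 further: 0% = LYPLA2 with DMSO and 100% = wells lacking LYPLA2 enzyme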
# PAFAH2 inh: PAFAH2 enzyme inhibitors, primary screen, biochemical, fluorescence polarization, human; Platelet-activating factor acetylhydrolase 2, cytoplasmic (Homo sapiens), Q99487; recombinant PAFAH2, FP-rhodamine activity probe; inhibition, % at 3.39 µM; 0.99% of 340,000 active;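 active means inhibition above the mean over all tested compounds plus 3 SD, cut at about 30% in these data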;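 further: inhibitors block probe labeling of enzyme so polarization drops; 0% = enzyme with DMSO and 100% = wells lacking PAFAH2 protein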
# PREPL inhibitor: PREPL enzyme inhibitors, primary screen, biochemical, fluorescence polarization; 0.68% of 320,000 active; AID 2751, 2010; recombinant PREPL, fluorescence polarization activity-based probe; inhibition, % at 5.96 µM; Prolyl endopeptidase-like (Homo sapiens), Q4J6C6; in the data active means inhibition above about 43%;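 further: 0% = enzyme with DMSO and 100% = wells lacking enzyme; many of its hits are not listed in these tables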
# PAFAH1B3 FP inh: PAFAH1B3 enzyme inhibitors, primary screen, biochemical, fluorescence polarization, human | Platelet-activating factor acetylhydrolase IB subunit alpha1 (Homo sapiens), Q15102 | recombinant PAFAH1B3, FP-rhodamine probe | inhibition, % at 3.39 µM | 0.28% of 340,000 active | AID 492972, 2010;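 active means inhibition above the screen-wide average of all tested compounds plus 3 SD, cut at about 25% in these data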;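 further: 0% = enzyme with DMSO only and 100% = wells lacking PAFAH1B3 protein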
# Target sequence (Q15102 whole entry, looked up): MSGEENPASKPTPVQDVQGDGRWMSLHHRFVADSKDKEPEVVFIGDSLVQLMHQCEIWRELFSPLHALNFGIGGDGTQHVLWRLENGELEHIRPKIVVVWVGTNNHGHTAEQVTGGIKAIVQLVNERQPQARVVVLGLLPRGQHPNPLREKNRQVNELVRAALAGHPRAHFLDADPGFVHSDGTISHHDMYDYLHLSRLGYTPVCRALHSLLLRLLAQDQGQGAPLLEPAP
# Active calls of the source: *; nt = not tested or not shown. Only part of the results is shown (hit frequency here may not be typical).
structure	LYPLA1 inh	pPAFAH inh	PAD4 FP inh	GSTO1 inh	PAFAH1B2 inh	LYPLA2 counter	PAFAH2 inh	PREPL inhibitor	PAFAH1B3 FP inh
COc1ccc(N2CCN(C(=O)COc3ccc4c(C)cc(=O)oc4c3C)CC2)cc1	0	3	0	3	11	1	-1	-7	2
COc1ccc2[nH]c(=O)c(CN(C)C(=O)c3cccs3)cc2c1	-1	4	-3	22	1	-4	3	-10	0
Cc1nnc(NC2(C(F)(F)F)C(=O)Nc3c2c(=O)n(C)c(=O)n3C)s1 (stereo unspecified)	-2	11	2	5	1	-5	7	8	6
CCOc1ccc(CC(=O)Nc2ccc(-c3ccc4nnc(C)n4n3)cc2)cc1	-2	4	0	3	4	7	6	-38	-3
CC(=O)Nc1c(C)ccc2nsnc12	2	2	0	-6	3	-1	2	4	-2
O=C(COC(=O)CCC(=O)c1cccs1)NC1CCCCC1	2	2	-2	nt	6	-1	4	2	13
O=C(/C=C/c1ccco1)c1ccc(O)cc1	2	8	0	0	nt	-2	nt	2	nt
CC(=O)C1=C(O)C(=O)N(CCCn2ccnc2)C1c1ccc(C)cc1 (stereo unspecified)	-1	-2	-1	-5	0	5	3	3	4
COc1ccc(-c2noc(CCC(=O)Nc3ccc4c(c3)OCCO4)n2)cc1	0	4	-2	4	-3	0	2	-2	-4
CCc1ccccc1NC(=O)CN1CCN(CC(=O)Nc2ccc(-c3ccccc3)cc2)CC1	2	1	4	-2	6	9	0	13	8
NC(N)=Nc1nc2ccc(Br)cc2c(=O)[nH]1	0	2	-6	1	0	6	13	-6	6
CCCOc1ccc(C(=O)Nc2ccc(S(=O)(=O)NC3=NCCCCC3)cc2)cc1	-4	-4	1	-2	-2	1	7	2	4

# Additional compounds:
structure	LYPLA1 inh	pPAFAH inh	PAD4 FP inh	GSTO1 inh	PAFAH1B2 inh	LYPLA2 counter	PAFAH2 inh	PREPL inhibitor	PAFAH1B3 FP inh
COC(Cc1nnc(SC)n1-c1ccc(Cl)cc1)OC	-1	7	-1	1	2	-6	-6	-5	1
CC(C)(C)c1ccc(/C=N/NC(=O)c2ccccn2)cc1	0	5	0	5	6	1	3	-2	2
Cc1cc(C)c2c(=O)[nH]c(SCC(=O)c3ccc(C)c(C)c3)nc2n1	-2	3	-2	3	3	3	7	-31	2
S=C(NCc1ccccc1)Nc1cccc2ccccc12	-3	2	-5	1	1	2	5	-34	5
CCCn1c(C(C)C)n[nH]c1=S	1	-1	2	-7	6	0	-1	0	1
Cc1cccc(CS(=O)(=O)Cc2ccc(C(=O)NCc3ccco3)o2)c1	3	25*	0	2	-6	-5	3	-6	3
Cc1ccc(OC(=O)CCS(=O)(=O)c2ccc(C)cc2)cc1	-2	16	-1	6	2	-3	3	11	0
CCN(C[C@H]1N[C@@](CC)(C(=O)OC)[C@H]2C(=O)N(C)C(=O)[C@@H]12)S(=O)(=O)c1ccc(C)cc1	nt	-1	-1	nt	4	nt	-1	-2	2
COc1ccccc1CNC(=O)COC(=O)C1CCN(S(=O)(=O)c2ccc(C)c(C)c2)CC1	-4	5	-1	9	2	-3	6	16	-1
CC(=O)N1CCc2cc(S(=O)(=O)NCCC(=O)N3CCN(Cc4ccccc4)CC3)ccc21	-7	4	-3	9	0	7	4	5	-2
Cc1cc(C(=O)NCc2ccco2)cs1	-1	-1	-1	9	0	1	7	-2	0
O=C(NNC(=O)C12CC3CC(CC(Cl)(C3)C1)C2)c1csc(N2CCOCC2)n1	6	0	-1	-5	33*	6	11	3	3

# More entries.
structure	LYPLA1 inh	pPAFAH inh	PAD4 FP inh	GSTO1 inh	PAFAH1B2 inh	LYPLA2 counter	PAFAH2 inh	PREPL inhibitor	PAFAH1B3 FP inh
CCCCCCCCC(=O)NC(NC(=S)N1CCOCC1)C(Cl)(Cl)Cl (stereo unspecified)	-6	-1	1	1	10	-3	7	9	4
NC(N)=N/N=C/c1ccc2cccc(OCc3ccccc3)c2n1	0	-2	-7	-4	1	-3	5	-35	15
O=C(CN1CCN(C(=O)CNC(=O)c2ccc(N3CCCC3=O)cc2)CC1)Nc1ccccc1Cl	3	2	1	nt	-3	50*	4	20	1
O=C(CCn1cccn1)Nc1ccc(-c2ccno2)cc1	-3	-5	6	3	2	-2	3	-2	-5
CCO[C@H]1OC(C(=O)NC2CC2)=C[C@@H](C2CCCCC2)[C@@H]1CCCO	-4	2	-5	8	3	-2	1	8	2
O=c1[nH]c(C2CCCN(S(=O)(=O)c3ccccc3Cl)C2)nc2c1nnn2Cc1ccc2c(c1)OCCO2 (stereo unspecified)	-5	-1	-10	14	9	-13	5	4	4
CC1=C(C(=O)N(C)C)C(c2ccc(N3CCOCC3)cc2)NC(=O)N1 (stereo unspecified)	-1	5	-3	7	-1	2	-4	-6	-1
O=C(O)COc1ccc(NC(=O)c2ccc3c(c2)C(=O)N(Cc2ccccc2)C3=O)cc1	1	3	-2	-5	-2	10	-1	12	1
CC(/C=C/c1ccccc1)=N/NC(=O)CCC(=O)Nc1ccccc1C	1	0	-1	2	4	1	-3	10	3
O=C(CNC1CCCCC1)Nc1ccc([N+](=O)[O-])cc1C(=O)Nc1ccccc1F	-1	-1	-4	5	-1	-11	5	19	2
Cc1ccc(Cn2c(=N)c(C(=O)NCc3ccco3)cc3c(=O)n4ccccc4nc32)cc1	-4	16	1	11	-11	-7	4	10	-1
O=C(NC(=S)Nc1ccccc1N1CCCC1)c1ccc(-c2cccc([N+](=O)[O-])c2)o1	-3	11	-2	2	8	-4	7	12	8

# Eleven compounds from above, ordered by molar mass, descending.
structure	LYPLA1 inh	pPAFAH inh	PAD4 FP inh	GSTO1 inh	PAFAH1B2 inh	LYPLA2 counter	PAFAH2 inh	PREPL inhibitor	PAFAH1B3 FP inh
CCCOc1ccc(C(=O)Nc2ccc(S(=O)(=O)NC3=NCCCCC3)cc2)cc1	-4	-4	1	-2	-2	1	7	2	4
COc1ccc(N2CCN(C(=O)COc3ccc4c(C)cc(=O)oc4c3C)CC2)cc1	0	3	0	3	11	1	-1	-7	2
Cc1nnc(NC2(C(F)(F)F)C(=O)Nc3c2c(=O)n(C)c(=O)n3C)s1 (stereo unspecified)	-2	11	2	5	1	-5	7	8	6
CCO[C@H]1OC(C(=O)NC2CC2)=C[C@@H](C2CCCCC2)[C@@H]1CCCO	-4	2	-5	8	3	-2	1	8	2
CC(/C=C/c1ccccc1)=N/NC(=O)CCC(=O)Nc1ccccc1C	1	0	-1	2	4	1	-3	10	3
CC(=O)C1=C(O)C(=O)N(CCCn2ccnc2)C1c1ccc(C)cc1 (stereo unspecified)	-1	-2	-1	-5	0	5	3	3	4
O=C(COC(=O)CCC(=O)c1cccs1)NC1CCCCC1	2	2	-2	nt	6	-1	4	2	13
Cc1cc(C(=O)NCc2ccco2)cs1	-1	-1	-1	9	0	1	7	-2	0
O=C(/C=C/c1ccco1)c1ccc(O)cc1	2	8	0	0	nt	-2	nt	2	nt
CC(=O)Nc1c(C)ccc2nsnc12	2	2	0	-6	3	-1	2	4	-2
CCCn1c(C(C)C)n[nH]c1=S	1	-1	2	-7	6	0	-1	0	1

# Additional compounds follow:
structure	LYPLA1 inh	pPAFAH inh	PAD4 FP inh	GSTO1 inh	PAFAH1B2 inh	LYPLA2 counter	PAFAH2 inh	PREPL inhibitor	PAFAH1B3 FP inh
Cc1ccc(SCC(=O)Nc2ccc(C(=O)Nc3ccc(O)cc3)cc2)cc1	0	-2	-8	-7	9	-8	4	-9	0
O=C(CSc1nnc(CNC(=O)c2cccs2)o1)Nc1cccc(F)c1	0	0	-3	-4	7	1	2	-11	4
COc1ccc(/C=N/NC(=O)c2cc(=O)[nH]c3ccccc23)cc1OC	1	2	-2	0	3	2	9	0	-3
Cc1ccc(Sc2cc(NCCCO)c([N+](=O)[O-])c3nonc23)cc1	-2	1	-8	10	6	4	4	0	2
O=C(Nc1ccc(-c2cc3ccccc3oc2=O)c(Cl)c1)c1cccnc1	-19	-17	-9	-8	-5	-34	-9	-10	-7
C=CC[C@H](CC(=O)OC(C)(C)C)C(=O)OC[C@H]1CCCN1C(=O)[C@H](CC=C)CC(=O)NCCO	nt	4	1	nt	7	nt	3	9	11
CCN1CCN(CC(=O)N2N=CCC2c2ccccc2)CC1 (stereo unspecified)	4	-2	-2	1	4	6	-4	2	6
COc1ccc(-c2ccc(SCC(=O)Nc3cc(C)on3)nn2)cc1OC	-3	4	3	0	3	-2	-5	8	8
CCOc1ccc(N2C(=O)CC(N3CC(C)OC(C)C3)C2=O)cc1 (stereo unspecified)	0	2	-3	0	2	2	-10	-6	2
O=C1NC(c2cccc(Br)c2)=N/C1=C\c1ccco1	-8	31*	-1	5	-2	-10	7	12	-2
CCOc1ccccc1NC(=O)NC1CCCc2ccccc21 (stereo unspecified)	0	3	-3	2	1	7	-6	5	-10
COc1ccccc1/C=N/NC(=O)CNC(=O)c1ccccc1	0	-1	-1	2	0	12	1	-8	2

# More compounds.
structure	LYPLA1 inh	pPAFAH inh	PAD4 FP inh	GSTO1 inh	PAFAH1B2 inh	LYPLA2 counter	PAFAH2 inh	PREPL inhibitor	PAFAH1B3 FP inh
CCN1CCN(CCNC(=O)c2ccc(/C=C3/Sc4ccccc4N(Cc4cccc(Cl)c4)C3=O)cc2)CC1	-7	16	-4	-46	-3	-7	-7	-13	-11
CCCCOC(=O)c1ccc(NC(=O)C(=O)NCc2ccco2)cc1	1	4	-1	3	4	-1	1	-7	3
COc1ccc(-c2csc(NC(=O)CN3C(=O)C4CC=CCC4C3=O)n2)cc1OC (stereo unspecified)	-4	2	-5	-2	9	2	2	5	10
O=C(Nc1cccc(F)c1)C1CCN(C(=O)c2ccc(Br)cc2)CC1	5	-2	6	5	1	21	-4	-2	1
O=C(NCc1ccc2c(c1)OCO2)C1CCC(CNS(=O)(=O)c2ccc(Cl)cc2)CC1 (stereo unspecified)	-4	3	-2	12	5	13	2	14	7
CCOC(=O)C1CCN(C(=O)c2ccc(OC3CCN(C(=O)CCOC)CC3)cc2)CC1	2	0	0	-3	-2	3	-4	2	-2
Cc1oncc1C(=O)NC(C)C	1	5	-5	7	-1	10	4	-2	-1
CCOc1ccc(NC(=O)CN(C)C(=O)c2c(-c3ccccc3)noc2C)cc1OCC	1	-1	-1	nt	6	-2	-2	7	16
CC(=O)Nc1sc(N)nc1-c1ccccc1	1	2	1	-1	-4	-2	0	-1	-7
CCC(CC)c1nc(NCCC(=O)O)c2ccccc2n1	0	3	0	-3	0	-1	1	9	5
COc1ccc(/C=C2/CC/C(=C\c3ccc(OC)c(OC)c3OC)C2=O)c(OC)c1OC	-5	2	2	2	-3	-7	-6	8	-5
